# Assay outcomes: PubChem BioAssay, National Center for Advancing Translational Sciences (NCATS)
# Chronic BCR inh = blocks chronic active B-cell receptor signaling; ABC-DLBCL IkBa-CBG/CBR reporter, luminescence ratio, 4 h; Potency, µM (top dose mostly 46.1 µM), inactives show at the highest dose ratio change, negative = lower green/red ratio, most hits filed as inhibitors; 340,000 tested, 0.05% active; AID 493014; active means well fitted inhibition curve with a large enough effect in the signal ratio, with a control signal flat, not every such curve was filed as active; inconclusive means small, poorly fitted or top-dose-only effect, or effect the other way, or a change in a side signal; the % refers to the signal ratio;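 further: potency means the concentration at half of the fitted maximal effect; plate controls were basal doxycycline-induced cells for no effect and cells given 10 µM MG132 for full effect; MG132 reads +100%, hits lower the ratio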
#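 TMD8 human ABC-DLBCL cells with doxycycline-inducible IκBα–green luciferase fusion and unfused red luciferase, in 0.5% FBS medium; compounds up to 46 uM, 4 h at 37C. Green/red luminescence ratio, filter-overlap corrected, fitted to concentration-response curves.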
# Giardia killer = Giardia lamblia killing. 340,000 tested, 0.15% active. activity change, % at 7.66 µM, hits read low. Giardia lamblia trophozoite viability; in the data active means activity change below about -80%; inconclusive means between about -30% and that limit;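 further: parasites exposed to compound for two days anaerobically before the ATP read; on the % scale 0 is the no-effect control and ±100 the full control effect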
#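 Media and compound were dispensed first, then trophozoites at 100 cells/well; plates sat 48 hrs at 37 deg C without oxygen before ATP luminescence reagent was added and read after 15-30 min at room temperature.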
# FBPA coupling cs = coupling enzyme interference in Giardia aldolase counter-screen. coupling enzyme system counterscreen, AmpLite Red fluorescence. activity change, negative = inhibition, % at 58.2 µM, hits read low. 290,000 tested, 0.67% active. AID 2472; in the data active means activity change below about -30%; further: on the % scale 0 is the no-effect control and ±100 the full control effect
#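 Final compound at 57.5 uM, incubated 10 min at RT with coupling enzyme reagent (glyceraldehyde-3-phosphate), then 20 min with substrate and AmpLite Red detection. Fluorescence read at 525/598 nm; tests interference with the coupling assay, not aldolase inhibition.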
# GALK inh = inhibitors of human galactokinase. 270,000 tested, 0.007% active. Purified GALK, Kinase-Glo residual ATP luminescence. P51570. Potency, µM (titrated, usually from 57.5 µM), inactives show at the highest dose activity change, negative = inhibition, usual class: inhibitors; further: potency means the concentration at half of the fitted maximal effect; on the % scale 0 is the no-effect control and ±100 the full control effect
# Target sequence (P51570 whole entry, looked up): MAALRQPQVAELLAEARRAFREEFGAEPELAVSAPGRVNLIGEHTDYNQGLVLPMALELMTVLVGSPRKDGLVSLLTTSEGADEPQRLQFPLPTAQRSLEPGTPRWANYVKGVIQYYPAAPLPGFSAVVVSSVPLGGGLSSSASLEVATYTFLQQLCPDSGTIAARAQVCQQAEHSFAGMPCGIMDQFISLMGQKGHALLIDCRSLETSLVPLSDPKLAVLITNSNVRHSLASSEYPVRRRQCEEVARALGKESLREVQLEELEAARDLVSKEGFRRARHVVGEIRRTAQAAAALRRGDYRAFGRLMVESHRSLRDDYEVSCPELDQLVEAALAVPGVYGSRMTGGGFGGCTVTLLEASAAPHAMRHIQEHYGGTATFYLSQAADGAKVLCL
#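 Luminescence from leftover ATP (Ultra-Glo luciferase/luciferin) served as read-out after a 1 h room-temperature reaction of 5 nM GALK with 35 uM ATP and 100 uM galactose.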
# Integrin act MD = activators of alpha7 integrin expression for muscular dystrophy; alpha7betagal myoblasts, beta-gal FDG fluorescence, 48 h; Potency, µM (doses to about 38.3 µM), for inactives: at the top dose activation, hits mostly activators; 350,000 tested, 0.064% active;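 further: potency means the concentration at half of the fitted maximal effect; 100% = response of the positive control SU9516; nearly all actives have a fitted effect of over 60% in size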
#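 alpha7betagal+/- myoblasts (passage 13, 250/well) treated 48 h at 37C with compounds at 1:260 dilution of DMSO stock. Lysed, then beta-galactosidase activity read as FDG fluorescence (ex 480/em 540) after 30 min, with pre-read for autofluorescence.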
# PKM2 act = activators of human pyruvate kinase M2; P14618; purified PKM2, Kinase-Glo ATP luminescence, activation; response scale: 0% is enzyme alone, no compound; Potency, µM (doses to about 57.5 µM), inactives show at the highest dose activation, usual class: activators; 260,000 tested, 0.34% active; AID 1631; further: potency means the concentration at half of the fitted maximal effect; on the % scale 0 is the no-effect control and ±100 the full control effect; nearly all actives have a fitted effect of over 55% in size
#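 Purified hPK-M2 (>95%) run at intermediate activity with 0.1 mM ADP and 0.5 mM PEP in 50 mM imidazole pH 7.2, KCl, MgCl2; 1 h room temperature. ATP formed read by Kinase-Glo luminescence; normalized to uninhibited and no-enzyme controls.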
# ASM inhibitor = human S-ASM enzyme inhibition. P17405. placental ASM, HMU-PC fluorogenic substrate, 60 min. Potency, µM (highest dose often 57.5 µM), for inactives: at the top dose activity change, negative = inhibition, hits mostly inhibitors. 340,000 tested, 0.006% active; further: potency means the concentration at half of the fitted maximal effect
#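 qHTS format. ASM enzyme prepared from human placenta hydrolyses the fluorogenic substrate HMU-PC0 (9 uM final) over 60 min at 37 °C after a 10 min compound preincubation.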
# Menin-MLL TR inh = inhibitors of human menin-MLL interaction, mutant MLL peptide; Menin + Texas Red MLL mutant peptide, fluorescence polarization; Potency, µM (doses to about 61.6 µM), for the others: at the highest dose FP activity change, negative = inhibition, usual class: inhibitors; 270,000 tested, 0.23% active; active means well fitted inhibition curve with a large enough effect in the polarisation, with a control signal flat, not every such curve was filed as active; inconclusive means small, poorly fitted or top-dose-only effect, or effect the other way, or a change in a side signal; inactive means no such curve, though single readings can be large or run the other way; the % refers to the polarisation; further: potency means the concentration at half of the fitted maximal effect; % of control where 0% means no effect; many of its hits are not listed in these tables
# B2AR arrestin = agonists driving beta-arrestin recruitment to human beta2-adrenergic receptor; P07550; beta-arrestin recruitment to beta2AR, cell-based reporter; Potency, µM (titrated, usually from 46.1 µM), without a hit: top-dose activation, usual class: activators; 330,000 tested, 0.02% active; AID 492947;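 further: potency means the concentration at half of the fitted maximal effect; 0% = DMSO controls and full agonism = EC100 isoproterenol or metaproterenol; nearly all actives have a fitted effect of over 65% in size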
# PTAP TSG101 blk = blocks PTAP/TSG101 interaction to inhibit HIV-1 budding; Q99816; Fluorescence polarization, FITC-PTAP peptide / Tsg101 binding; Potency, µM (top dose mostly 115 µM), for the others: at the highest dose activity change, negative = inhibition, usual class: inhibitors; 340,000 tested, under 10 active; AID 493005; active means well fitted inhibition curve with a large enough effect in the main read-out, with a control signal flat, not every such curve was filed as active; inconclusive means small, poorly fitted or top-dose-only effect, or effect the other way, or a change in a side signal; inactive means no such curve, though single readings can be large or run the other way; further: potency means the concentration at half of the fitted maximal effect; % of control where 0% means no effect
#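 Tsg101 binding domain (10 uM final) was mixed with compound and a FITC-labeled PTAP peptide (50 nM final) in HEPES pH 7.5 buffer with NaCl, Tween 20, EDTA and TCEP; fluorescence polarization was read after 20 min at r.t.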
# Tb PFK inh = blocks T. brucei phosphofructokinase. O15648. T. brucei PFK, ADP-Glo luminescence. Potency, µM (doses to about 57.5 µM), inactives show at the highest dose activity, negative = inhibition, usual class: inhibitors. 330,000 tested, 0.17% active. AID 485367;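 further: potency means the concentration at half of the fitted maximal effect; 0% = uninhibited 1x PFK enzyme wells and -100% = no-enzyme wells; nearly all actives have a fitted effect of over 60% in size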
# Target sequence (O15648 whole entry, looked up): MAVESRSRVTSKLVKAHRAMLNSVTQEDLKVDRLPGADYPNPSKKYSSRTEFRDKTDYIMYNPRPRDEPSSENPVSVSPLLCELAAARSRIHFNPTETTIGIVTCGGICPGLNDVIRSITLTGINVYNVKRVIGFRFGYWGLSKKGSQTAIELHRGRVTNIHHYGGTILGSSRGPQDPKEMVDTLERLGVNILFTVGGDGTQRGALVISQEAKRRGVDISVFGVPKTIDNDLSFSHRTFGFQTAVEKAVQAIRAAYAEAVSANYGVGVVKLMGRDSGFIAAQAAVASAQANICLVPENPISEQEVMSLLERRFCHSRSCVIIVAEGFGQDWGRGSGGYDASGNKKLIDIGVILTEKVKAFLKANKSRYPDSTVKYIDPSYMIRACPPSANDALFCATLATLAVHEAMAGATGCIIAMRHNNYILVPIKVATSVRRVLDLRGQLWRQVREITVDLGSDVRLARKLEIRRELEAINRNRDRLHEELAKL
#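 Luminescent ADP detection (ADP-Glo, two-step: ATP depletion then ADP-to-ATP conversion for luciferase) reported PFK activity after 45 min room-temperature reaction of 1.25 nM enzyme with 0.5 mM F6P and 0.1 mM ATP at pH 8.0.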
# * hit, by the source's call; ? = inconclusive; / = not tested or not shown; [ ] = dose if it differs, or a comment. Unless noted, the call rests on the fitted dose curve; in most records, active means well fitted curve in the direction sought with a large enough effect; inconclusive means small, poorly fitted or top-dose-only effect, or another doubt; inactive means no such curve, though single readings can be large; an effect the other way counts as inactive or inconclusive. A portion of the library, so the mix of outcomes need not match the whole.
SMILES,Chronic BCR inh,Giardia killer,FBPA coupling cs,GALK inh,Integrin act MD,PKM2 act,ASM inhibitor,Menin-MLL TR inh,B2AR arrestin,PTAP TSG101 blk,Tb PFK inh
CCOC(=O)C1CCCN(C(=O)CSc2nc(C)cc(C)n2)C1 (centres undefined),1%,-19,-2,7%,-13%,0%,10%,-12%,-1.3%,1%,-4%
Cc1ccccc1-n1c(SC(C)C(N)=O)nnc1-c1cccnc1 (centres undefined),-1%,-2,2,7%,13%,-2%,-3%,9%,0.1%,-5%,1%
Cc1cccc(OCCNC(=O)c2cc(-n3cnnc3)ccc2Cl)c1,-8%,3,/,1%,2%,-5%,-1%,6%,-0.8%,4%,-3%
COc1ccc(OCC(O)CNC(=O)c2sccc2Cl)cc1 (centres undefined),-24%,-5,0,-4%,21%,1%,2%,/,-0.4%,-3%,2%
C=CCCC(=O)N1CCCC(Cc2cccc(Cl)c2)(C(=O)OCC)C1 (centres undefined),0%,-3,-3,4%,23%,-1%,-7%,-16%,-0.9%,-1%,3%
COc1ccc(CC(=O)NCc2ccc(F)cc2)cc1S(=O)(=O)N1CCOCC1,-2%,-1,/,/,10%,/,2%,/,0.1%,-7%,-1%
Cc1ccc(NC(=O)CC(=O)Nc2ccc(C)cc2)cc1,2%,-3,3,-2%,-3%,1%,0%,2%,0.1%,0%,-2%
COc1cc(/C=N/NC(=S)NCCN2CCOCC2)cc(OC)c1OC,?,-12,2,0%,-13%,6%,0%,-20%,-0.5%,0%,-2%
Cc1cc(C)c(S(=O)(=O)N2CCN(C(=O)N3CCOCC3)CC2)c(C)c1,1%,6,0,1%,-22%,-19%,2%,6%,0.5%,-8%,1%
N#CC1=C(N)Oc2[nH]c(=S)[nH]c(=O)c2C12C(=O)Nc1ccccc12 (centres undefined),-1%,-1,-33*,-2%,-8%,4%,-9%,4%,-0.1%,-4%,-10%

# Gathered by group, those above containing a Cl atom (3)
SMILES,Chronic BCR inh,Giardia killer,FBPA coupling cs,GALK inh,Integrin act MD,PKM2 act,ASM inhibitor,Menin-MLL TR inh,B2AR arrestin,PTAP TSG101 blk,Tb PFK inh
Cc1cccc(OCCNC(=O)c2cc(-n3cnnc3)ccc2Cl)c1,-8%,3,/,1%,2%,-5%,-1%,6%,-0.8%,4%,-3%
COc1ccc(OCC(O)CNC(=O)c2sccc2Cl)cc1 (centres undefined),-24%,-5,0,-4%,21%,1%,2%,/,-0.4%,-3%,2%
C=CCCC(=O)N1CCCC(Cc2cccc(Cl)c2)(C(=O)OCC)C1 (centres undefined),0%,-3,-3,4%,23%,-1%,-7%,-16%,-0.9%,-1%,3%

# The list continues:
SMILES,Chronic BCR inh,Giardia killer,FBPA coupling cs,GALK inh,Integrin act MD,PKM2 act,ASM inhibitor,Menin-MLL TR inh,B2AR arrestin,PTAP TSG101 blk,Tb PFK inh
COC(=O)COc1ccc(NC(=O)C(c2ccccc2)c2ccccc2)cc1,-13%,-6,1,-6%,9%,3%,-3%,?,0.4%,0%,?
O=[N+]([O-])c1ccc(CSc2ccc(S(=O)(=O)N3CCCCCC3)cn2)cc1,1%,13,/,/,?,/,-3%,/,-0.2%,-2%,-3%
Clc1cccc(-c2ccc(CNCCCN3CCOCC3)o2)c1,-4%,8,4,-1%,-14%,2%,2%,4%,-0.9%,-3%,-22%
Cc1cc(C(=O)NNc2c(Cl)cccc2Cl)no1,-15%,0,0,5%,-11%,5%,1%,/,-0.8%,-6%,-1%
CCOC(=O)/C(N=Nc1ccc2c(c1)OCO2)=C(\C)O,-16%,-6,-3,-1%,7%,-7%,?,-7%,0.3%,-4%,-1%
O=C1CCC(C(=O)Nc2ccccc2N2CCOCC2)=NN1,?,-4,0,4%,-37%,-1%,0%,/,-0.4%,-1%,-3%
Cc1cccc(OCc2nnc(SCC(=O)Nc3ccc(C)c(Cl)c3)o2)c1,11%,-10,-5,-2%,-1%,4%,-5%,30%,0.4%,-6%,15%
O=C1Nc2c(ccc(Cl)c2Cl)C(=O)C1(F)c1ccccc1 (centres undefined),?,-6,2,-3%,?,?,-1%,/,5.2%,-5%,1%
COc1ccc(-c2ccc(C)cc2)cc1[C@H]1[C@H]2C=CC[C@@H](C)[C@@H]2C(=O)N1Cc1ccccc1,-1%,21,4,0%,8%,-3%,-8%,/,-0.4%,1%,6%
CC(C)[C@H](NC(=O)CCCn1nnc2ccccc2c1=O)C(=O)O,7%,-5,6,3%,-30%[inhibitor],-1%,1%,/,0.2%,1%,-1%
CCOC(=O)N1CCN(C(=O)CSc2ncnc3ccccc23)CC1,-1%,6,2,0%,-21%,-2%,-2%,-27%,-0.5%,-2%,-2%
Cc1ccc2oc(=O)c3cc(C(=O)Nc4cc(-c5cccc(F)c5)no4)sc3c2c1,1%,/,1,/,/,2%,/,-10%,-0.1%,/,2%
COc1ccc([C@]23Cc4ccccc4C(O2)c2c(c4ccc(OC)cc4oc2=O)O3)cc1,22%[9.22 µM],/,1,/,/,0%[11.5 µM],/,?,-0.8%[9.22 µM],/,4%[11.5 µM]
CC(=O)c1ccc(-n2nnnc2SCC(=O)Nc2cccc(NC(=O)c3ccco3)c2)cc1,?,-9,-1,-3%,-17%,1%,0%,-14%,0.2%,-2%,1%
O=C(NCCc1ccccc1)c1oc2ccccc2c1COc1ccccc1,?,-26,-2,1%,-14%,-4%,-4%,12%,0.1%,-2%,5%
Cc1ccc(NC(=O)c2cc(NC(=O)c3ccco3)ccc2N2CCOCC2)cc1,?,-2,-1,0%,7%,-5%,-16%,5%,-2.2%,0%,13%
O=C(CN1C(=O)/C(=C2\SC(=S)N(C3CCS(=O)(=O)C3)C2=O)c2ccccc21)Nc1ccccc1 (centres undefined),-2%,-13,0,-3%,12%,-7%,-3%,9%,0.2%,0%,-3%
CC(=O)NNC(=O)c1[nH]c2ccc(Cl)cc2c1-c1ccccc1,-1%,0,0,0%,-34%,2%,-11%,/,-2.0%,-6%,-2%
c1ccc(CNc2ccccn2)cc1,2%,-20,-1,-7%,-47%[inhibitor],3%,3%,10%,-0.8%,-1%,7%
CCN(CC(=O)Nc1c(F)cccc1F)C(=O)c1ccc(-n2cncn2)c([N+](=O)[O-])c1,8%,-2,/,/,23%,/,-2%,/,-0.1%,-2%,-5%
Cc1oc2cc3oc(=O)ccc3cc2c1C,-3%,0,-2,/,5%,/,32%[activator],1%,-1.0%,-2%,1%
CC(C)(C)NC(=O)N1CCN(c2ncccc2C(F)(F)F)CC1,-18%,0,3,2%,0%,-7%,2%,/,0.8%,1%,2%
C#CCN(C(=O)c1cc(COc2cccc(C(F)(F)F)c2)on1)C1CCCCC1,0%,-9,/,-5%,-17%,3%,-1%,/,0.0%,-9%,-7%
O=S(=O)(NCCOc1ccccc1)c1ccc2ccccc2c1,-30%,-2,0,-3%,-14%,5%,-1%,/,0.0%,-4%,1%
Cc1[nH]n(-c2ccccc2)c(=O)c1N=Nc1ccccc1C(=O)O,?,?,0,-5%,-34%,0%,8%,?,0.1%,-5%,14%
CC1CCCCN1C(=O)Cc1ccc(F)cc1 (centres undefined),0%,-22,4,-2%,17%,13%,0%,14%,-0.2%,-6%,9%
Cc1nc2ccc(NC(=O)N3CCN(c4ccccn4)CC3)cc2s1,?,-28,1,-2%,17%,-5%,3%,-13%,0.2%,-2%,-1%
COc1cccc(C(=O)N2CCN(C(=O)c3cccc4ccccc34)CC2)c1OC,?,-11,1,3%,23%,-7%,0%,6%,0.3%,-6%,1%
Cc1nc(C)c(C(=O)OCC(=O)NCc2ccccc2)s1,2%,-16,/,/,4%,/,1%,/,0.0%,0%,17%
C=CCNC(=S)N1CC2(C)CN(C(=S)NCC=C)CC(C)(C1)C2=O,-26%,8,1,7%,-21%,1%,2%,/,0.1%,-4%,-3%

# Two successive compounds out of the list so far, quoted:
SMILES,Chronic BCR inh,Giardia killer,FBPA coupling cs,GALK inh,Integrin act MD,PKM2 act,ASM inhibitor,Menin-MLL TR inh,B2AR arrestin,PTAP TSG101 blk,Tb PFK inh
Cc1nc2ccc(NC(=O)N3CCN(c4ccccn4)CC3)cc2s1,?,-28,1,-2%,17%,-5%,3%,-13%,0.2%,-2%,-1%
COc1cccc(C(=O)N2CCN(C(=O)c3cccc4ccccc34)CC2)c1OC,?,-11,1,3%,23%,-7%,0%,6%,0.3%,-6%,1%
